Source: PubChem BioAssay (Fisher Drug Discovery Resource Center)
mcGAS MS inh: blocks mouse cGAS cGAMP production | recombinant mouse cGAS, cGAMP by RapidFire MS | inhibition, % at 12.5 µM | actives 0.18% (n = 130,000);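 active means inhibition of cGAS enzyme activity at or above 60%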;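 further: enzyme stimulated by 45 bp dsDNA with ATP and GTP substrates; cGAMP share of summed cGAMP plus half ATP and half GTP signals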
Target sequence (Q8C6L5 whole entry, looked up): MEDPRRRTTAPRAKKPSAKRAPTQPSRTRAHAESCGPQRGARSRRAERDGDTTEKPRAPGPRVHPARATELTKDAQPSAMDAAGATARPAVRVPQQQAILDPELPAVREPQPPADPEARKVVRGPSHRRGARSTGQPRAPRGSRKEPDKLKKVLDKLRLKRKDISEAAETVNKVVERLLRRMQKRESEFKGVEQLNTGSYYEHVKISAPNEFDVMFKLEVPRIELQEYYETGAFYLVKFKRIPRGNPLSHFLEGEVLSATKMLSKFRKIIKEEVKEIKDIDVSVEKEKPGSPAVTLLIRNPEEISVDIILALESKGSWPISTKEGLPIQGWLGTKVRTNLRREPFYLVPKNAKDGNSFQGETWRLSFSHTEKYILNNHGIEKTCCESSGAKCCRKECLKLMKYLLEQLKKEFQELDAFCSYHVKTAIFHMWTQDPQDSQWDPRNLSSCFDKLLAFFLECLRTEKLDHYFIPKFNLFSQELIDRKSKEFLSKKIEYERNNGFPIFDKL
* hit, by the source's call; & = joins results of further samples. The list is partial, so the mix of outcomes need not match the whole.

Compound	mcGAS MS inh
O=C(O)C1CCCN(c2nc(Cc3ccc(Cl)cc3)ns2)C1 (configuration not stated)	-2
COP1(=S)C(=C2N(C)c3ccccc3C2(C)C)C=Nc2c1c(C)nn2-c1ccccc1 (configuration not stated)	0
O=C(NC1(C(F)(F)F)C(=O)Nc2c1c(=O)[nH]c(=S)n2CCc1ccccc1)c1ccccc1 (configuration not stated)	-10
Cc1cccc(CN2CCCC(CNC(=O)c3ccc(-c4ccccc4)cc3)C2)n1 (configuration not stated)	-3
O=C(CN1C(=O)NC2(CCCCC2)C1=O)NCCCCc1ccccc1	-8
CN(C(=O)CN1C(=O)NC(C)(C2CC2)C1=O)C1CCS(=O)(=O)C1 (configuration not stated)	-5
Cc1cc(C)nc(SCCCn2c(N3CCCC3)nc3c2c(=O)[nH]c(=O)n3C)n1	-11
O=c1[nH]nc(-c2ccc(F)cc2)o1	-3
CC1(C)N=C(N)N=C(N)N1c1ccccc1	-5&-4
CCc1ccc(C2N3CC4(C)CN2CC(C)(C3)C4O)cc1 (configuration not stated)	-9
O=C(Nc1cccc([N+](=O)[O-])c1)Oc1ccccc1	-5
COC(=O)c1c2c(nc3c1c(C)nn3C1CCS(=O)(=O)C1)CCC2 (configuration not stated)	-7
CC1(C)Cc2cccc(Oc3nc4ccccc4o3)c2O1	-19
CSc1ccc2c(C)cc(NCCN3CCCC(C(N)=O)C3)nc2c1 (configuration not stated)	-5
CCCNC(C)C(=O)Nc1ccccc1C (configuration not stated)	-17&-4&-2
NC(=O)NCC(=O)N1CCCC(C(=O)c2ccc(-c3ccccc3)c(F)c2)C1 (configuration not stated)	-6
O=C(CSc1nncn1-c1cccc(Cl)c1)NCC1COc2ccccc2O1 (configuration not stated)	-25
CC(=O)N1CCN(S(=O)(=O)C2CON(C)C2c2ccc3ccccc3c2)CC1 (configuration not stated)	0
CC1CC(=NNC(=S)NC2CCCCC2)CC(C)(C)C1 (configuration not stated)	-7
CC(C)c1nnc(NC(=O)c2ccccc2Nc2ccccc2)s1	-13
Clc1cccc(Nc2ccc(-n3ccnc3)nn2)c1	9
FC(F)(F)CN=C1NN=C(c2ccccc2)C(c2ccccc2)S1 (configuration not stated)	3
O=C(C(=O)N1CCC(N2CCCC(C(=O)N3CCOCC3)C2)CC1)c1ccco1 (configuration not stated)	-19
O=c1c(-c2ccccc2)[n+]([O-])c2ccccc2n1OCc1ccccc1[N+](=O)[O-]	-14

Some values from the entries so far:
mcGAS MS inh, CC(=O)N1CCN(S(=O)(=O)C2CON(C)C2c2ccc3ccccc3c2)CC1 (configuration not stated) stands at 0
mcGAS MS inh, CC1CC(=NNC(=S)NC2CCCCC2)CC(C)(C)C1 (configuration not stated) stands at -7

(cont.)
Compound	mcGAS MS inh
CC1(C(=O)NS(=O)(=O)c2ccccc2)CCN1C(=O)COc1ccc(Cl)cc1 (configuration not stated)	-3
CCCn1c(=O)c2c(nc3n(C(C)C)c(C)c(C)n23)n(C)c1=O	-8
CCN(Cc1cnn(C)c1)C(=O)c1cc2ccccc2s1	-13
Cc1ccc(C)c2[nH]c(=O)c(CCNS(C)(=O)=O)cc12	-7
COc1ccc(-c2cn3nc(SCC(=O)N4CCCC4)ccc3n2)cc1	-5
C(=Cc1ccc2ccccc2n1)c1ccc2c(c1)OCO2	-19
C1=CC[C@H]2CN(Cc3cc4n(n3)CCCNC4)C[C@H]2C1	-27
N#Cc1ccc(S(=O)(=O)Oc2ccccc2)cc1	5
Cc1nn(C)c(C)c1C(C)C(=O)NNC(=O)c1ccccc1Cl (configuration not stated)	-53
O=C(NCC1CCCO1)c1cccc(CNC(=O)C2CC3CCC2C3)c1 (configuration not stated)	-12
O=C(c1cccc(F)c1)N1CCc2cc(S(=O)(=O)N3CCCCC3)ccc21	-4
COc1ccc(OC)c(NC(=O)C2(C)CCN2C(=O)CCC2CCCC2)c1 (configuration not stated)	-16
O=C(CN1C(=O)COc2ccccc21)N1CCN(c2ccc(F)cc2)CC1	-5
COc1ccc(C2c3cccn3CCN2C(=O)NCCc2ccccc2)cc1 (configuration not stated)	3
CC(C)NC1CCCN(C(=O)c2ccc(CSc3nccn3C)o2)C1 (configuration not stated)	-16
Cc1c(C(NC(=O)N2CCOC(CO)C2)C(C)C)oc2ccccc12 (configuration not stated)	3
Nc1cccc(-n2c(CO)nc3ccccc32)n1	-9
O=C(CCN1CCCC1=O)NC(c1nccs1)C1CC1 (configuration not stated)	-8
CCCc1nc(C(=O)NCc2csc(N3CCOCC3)n2)cs1	-25
CCn1cc(CNC(=O)CC2C(=O)NCCN2Cc2ccc(OC)cc2F)cn1 (configuration not stated)	0
CC(C)N1CCC(C)(C(=O)Nc2ccc(-c3cnco3)cc2)C1 (configuration not stated)	-9
CS(=O)(=O)N1CCCCC1C(=O)N(Cc1ccccn1)c1nc2c(F)cccc2s1 (configuration not stated)	7
COc1ncc(CN2CCC(c3[nH]ncc3Cc3ccccc3)CC2)cn1	2
Cc1ccc(N2C(=O)CSC2c2ccccn2)cc1Cl (configuration not stated)	-10
COc1ccc(OC)c(C(=O)COc2ccc(C(N)=O)cc2)c1	3
COc1ccc(OC)c(N2CCN(Cc3cccc(C)c3)C(C)C2=O)c1 (configuration not stated)	-7
FC(F)(F)c1nc(Sc2nnc(C3CC3)o2)c2ccccc2n1	0
Cc1sc2ncnc(N(C)Cc3nc(C4CC4)no3)c2c1C	-8
CCCCS(=O)(=O)N1CCC2(CC1)CC2c1nc(-c2cccc(Cl)c2)no1 (configuration not stated)	-3
COC1C(O)C(O)C(O)[C@@H](O)C1O (some centres not stated)	-6
CCOC(=O)c1cnc2nc(-c3cccnc3)[nH]n2c1=O	17
CCOCC(=O)Nc1cc(Cl)c(NC(=O)COCC)c(Cl)c1	0
CC(C)N1CCC(C)(C(=O)Nc2cccc3ccccc23)C1 (configuration not stated)	-7
Cc1ccc(-c2nccc(CCC(F)(F)F)n2)c(F)c1	-9
CN(C)c1nccc(N(C)CC(c2cccs2)N2CCOCC2)n1 (configuration not stated)	-1
CCOC(=O)c1ccc(N2C(=O)CC(NC3CCN(Cc4ccccc4)CC3)C2=O)cc1 (configuration not stated)	-4
O=C(c1cc(Cl)c(Cl)[nH]1)N1CCC(OC2CCOC2)CC1 (configuration not stated)	-6
O=C(NCc1ccc(F)cc1)C(=O)Nc1cc2c3c(c1)CCN3C(=O)CC2	4
COc1ccc(/C=C/c2cc(C(F)(F)F)on2)cc1	-22
CN1CCN(CC(=O)Nc2ccccc2Cc2ccccc2)C(C)(C)C1=O	-6

In the list so far, these contain an aryl thioether with sulfur outside any ring:
Compound	mcGAS MS inh
Cc1cc(C)nc(SCCCn2c(N3CCCC3)nc3c2c(=O)[nH]c(=O)n3C)n1	-11
CSc1ccc2c(C)cc(NCCN3CCCC(C(N)=O)C3)nc2c1 (configuration not stated)	-5
O=C(CSc1nncn1-c1cccc(Cl)c1)NCC1COc2ccccc2O1 (configuration not stated)	-25
COc1ccc(-c2cn3nc(SCC(=O)N4CCCC4)ccc3n2)cc1	-5
CC(C)NC1CCCN(C(=O)c2ccc(CSc3nccn3C)o2)C1 (configuration not stated)	-16
FC(F)(F)c1nc(Sc2nnc(C3CC3)o2)c2ccccc2n1	0

The listing continues:
Compound	mcGAS MS inh
Cc1cc(C)n(CCNC(=O)[C@H](N)CC(C)C)c(=O)n1	-3
Cc1ccc(C2C(=C(O)c3ccc(OC(C)C)cc3)C(=O)C(=O)N2CCN(C)C)o1 (configuration not stated)	6
CC(=O)c1c(-c2ccccc2)c2cc(Br)ccc2n(C)c1=O	-9
O=C(CCC1CCCC1)Nc1c2c(nn1-c1ccc([N+](=O)[O-])cc1)CSC2	-14
CCCCCCN1C(=O)C(O)=C(C(C)=O)C1c1ccc([N+](=O)[O-])cc1 (configuration not stated)	-6
O=C(NCc1ccc(Cl)cc1)c1cccnc1SC(F)F	-2
O=C(NCC(F)(F)F)C1CCCN1C(=O)/C=C/c1ccc2ccccc2n1 (configuration not stated)	-1
COCCCN(Cc1ccsc1)Cc1ccc(C(=O)OC)o1	-6
Cc1cc(C)c(O)c(C(=O)NCCC(=O)NCc2ccncc2)c1	-2
Cc1c(C(=O)NCc2ccccc2C(F)(F)F)sc(=O)n1CCOc1ccc(F)cc1	-3
CN(Cc1cc(-c2cccnc2)no1)c1nccc(CCC(F)(F)F)n1	-7
NC(=O)NC1CCS(=O)(=O)C1 (configuration not stated)	15
CC(C(=O)N1CCN(C/C=C/c2ccccc2)CC1)N1C(=O)c2ccccc2C1=O (configuration not stated)	-4
Cc1c(CN2CCCC(N3CCCC3=O)C2)[nH]c2ccc(F)cc12 (configuration not stated)	2
Cc1cccc2c1N(C(=O)CNC(=O)C(C)(C)C)CCC2	-1
Cn1nnnc1NCc1ccccc1OCc1ccccc1	-6
CC(=O)Nc1ccc(C)c(OC(C)=O)c1	-3
Cc1cccc2nc(CSc3nc4ccccc4[nH]3)cn12	-12
COCCN1CCCC2(CCN(Cc3cccc(C(F)(F)F)c3)C2)C1=O (configuration not stated)	-4
Cc1cc(C)c2c(NCSCc3ccccc3)c(C#N)sc2n1	2
CN(CCc1ccccc1)Cc1cc(C(=O)N2CC[C@H](O)C2)no1	-11
O=C(Nc1ccc(SCCN2CCCCCC2)nn1)C1CC1	7
O=C(Oc1c(Cl)ccc2ccccc12)N1CCOCC1	-9
CC1CC1c1ccc(CN(c2cc(Cl)nc(N)n2)C2CC2)o1 (configuration not stated)	-9

Ordered by length of the SMILES (highest first): 3 of the compounds above.
Compound	mcGAS MS inh
CN(CCc1ccccc1)Cc1cc(C(=O)N2CC[C@H](O)C2)no1	-11
Cc1cccc2nc(CSc3nc4ccccc4[nH]3)cn12	-12
CC(=O)Nc1ccc(C)c(OC(C)=O)c1	-3

More entries
Compound	mcGAS MS inh
Cc1nsc(N2CCSC(C)C2C)n1 (configuration not stated)	-10
O=C(OCCOc1ccccc1)C(C(F)(F)F)C(F)(F)F	1
CCN(CC1CCOCC1)C(=O)c1cc(-c2ccccc2Cl)oc1C	-9
Cc1[nH]n(-c2ccccc2)c(=O)c1C(=O)c1ccc(S(=O)(=O)N2CCCC2)cc1	-6
CCN(Cc1cccc(N)c1)C(=O)C(F)(F)F	-10
Cc1nsc(NC(=O)N2CCCC(c3ccc(Cl)cc3)C2)n1 (configuration not stated)	-10
C=CC[C@@H]1CC=C[C@@H](C)N1C(=O)CCN1CCCO1	-5
CN(CCc1ccccc1)C(=O)c1cccc(-n2ccnc2)c1	-41

The list goes on; the last 5 above are carried over.
Compound	mcGAS MS inh
Cc1[nH]n(-c2ccccc2)c(=O)c1C(=O)c1ccc(S(=O)(=O)N2CCCC2)cc1	-6
CCN(Cc1cccc(N)c1)C(=O)C(F)(F)F	-10
Cc1nsc(NC(=O)N2CCCC(c3ccc(Cl)cc3)C2)n1 (configuration not stated)	-10
C=CC[C@@H]1CC=C[C@@H](C)N1C(=O)CCN1CCCO1	-5
CN(CCc1ccccc1)C(=O)c1cccc(-n2ccnc2)c1	-41
CC(/C=C1\N=C(c2ccc(F)cc2)OC1=O)=C\c1ccccc1	0
CN1CCN(C(=O)c2ccc(Cn3cc(Cl)cn3)o2)CC1	9
CC(=O)N1N=C(C2C(=O)NC(=O)N(c3ccc(Cl)cc3)C2=O)CC1c1ccccc1 (configuration not stated)	8
CCN(CC)C(=O)C1(c2ccccc2)CC1CN (configuration not stated)	-12
O=c1c2ccccc2nc2sc(Nc3ccc(F)cc3F)nn12	-7
CC(=O)c1cc(Cl)cc(CN2CCN(C(=O)c3ccc(C)s3)CC2)c1O	-10
Cc1ccc(C=NNc2ccc3ccccc3n2)o1	-1
O=C1CCCN1CCC1CCN(Cc2cc(F)ccc2O)CC1	-17
Cc1cc2oc3c(c(=O)c2cc1Cl)C(c1cccnc1)N(c1nc(C)c(C)s1)C3=O (configuration not stated)	-5
O=C(O)c1ccccc1N=Cc1nc(-c2ccccc2Br)oc1O	-5
COCCNc1nc2cc(-c3ccccc3C)sc2c(=O)n1C	6
CCN(Cn1nc(-c2ccc(F)cc2)n(-c2ccc(F)cc2)c1=S)C1CCS(=O)(=O)C1 (configuration not stated)	-1
CNC(=S)NCCc1cc2ccc(C)cc2[nH]c1=O	6
COc1ccc(OC)c(S(=O)(=O)NC(=O)C2(C)CCN2C(=O)c2ccc(C3CCCCC3)cc2)c1 (configuration not stated)	-5
CC(=O)c1cccc2c1OC(F)(F)C(=O)N2Cc1ccc(Cl)cc1	7
O=C(NC1CCCC1)c1csc(Nc2ccc(OC(F)F)cc2)n1	-5
c1ccc(-c2nn(-c3ccccc3)c3c2C(c2ccncc2)Nc2ccccc2N3)cc1 (configuration not stated)	-12
C=CCN1CC(C(=O)N2CCC(Oc3ccncc3)CC2)CC1=O (configuration not stated)	-18
CN(CC(=O)NC1CCCCC1)Cc1ccc(Cl)cc1	-11
CCOC(=O)C1=C(Cn2nnc(-c3cccc(C(F)(F)F)c3)n2)NC(=O)NC1C (configuration not stated)	-2
CC(NC(=O)c1nn(C)c(=O)c2ccccc12)c1ccc(Cl)cc1 (configuration not stated)	-5
O=C(Nc1cccc(-c2ccc(F)cc2)c1)C1CCCN(C(=O)c2ccoc2)C1 (configuration not stated)	-2
Cc1cc(C)n(CC(C)NCc2cnc(-c3ccccc3C)s2)n1 (configuration not stated)	-24
Clc1cccc2c(CN3CCOCC3)csc12	-11
CC(C)CC(C#N)OC(=O)c1ccc(Br)cc1 (configuration not stated)	-22
O=C(NCC1(Cn2cccn2)CC1)C1CCCN(Cc2ccco2)C1 (configuration not stated)	-14
CSc1ccc(C=NN2CCN(C)CC2)cc1	-16
CC(CC(N)=O)NCCc1ccccc1F (configuration not stated)	2
C#CCn1c(=NC(=O)c2cccc(S(C)(=O)=O)c2)sc2ccccc21	-9
